KCNQ2 inh: KCNQ2 channel blockers in CHO-K1 cells – cell-based, FluxOR thallium flux, B-score, primary screen (AID 2156); O88943; 20 min; hits give low values; B-score at 10 µM; actives 1.1% (n = 310,000);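 active = fluorescence ratio B-score at most minus 3 library SDs, with starting brightness B-score within 2 library SDs, cut at about -5.5 in these data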
Kir21 block: inhibitors of mouse Kir2.1 inward-rectifier potassium channel | B-score at 10 µM | AID 1672 | HEK293-Kir2.1, FluxOR thallium flux fluorescence; hits give low values | actives 0.85% (n = 310,000) | P35561;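 active = fluorescence ratio B-score at or below minus 3 SD of library scores, with starting-brightness B-score within 2 SD, cut at about -4.2 in these data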;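 note: channel flux triggered by added potassium and thallium sulfate stimulus; B-score of peak minus minimum fluorescence over baseline after thallium stimulus; more negative B-score means stronger Kir2.1 block with less thallium influx; some compounds called inactive have numbers as strong as hits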
Target sequence (P35561 whole entry, looked up): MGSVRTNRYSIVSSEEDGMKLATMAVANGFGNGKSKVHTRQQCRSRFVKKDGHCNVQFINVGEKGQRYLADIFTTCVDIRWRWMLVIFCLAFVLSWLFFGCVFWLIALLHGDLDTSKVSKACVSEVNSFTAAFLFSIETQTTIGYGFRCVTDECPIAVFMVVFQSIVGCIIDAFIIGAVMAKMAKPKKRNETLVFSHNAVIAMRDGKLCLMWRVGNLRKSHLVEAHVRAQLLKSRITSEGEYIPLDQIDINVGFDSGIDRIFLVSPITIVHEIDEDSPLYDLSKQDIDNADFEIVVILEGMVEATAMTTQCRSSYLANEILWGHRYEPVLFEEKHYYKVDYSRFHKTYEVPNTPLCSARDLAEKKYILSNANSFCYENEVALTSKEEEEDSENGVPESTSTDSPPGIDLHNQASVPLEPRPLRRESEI
STK33 kinase inh: human STK33 kinase inhibition; purified STK33, MBP phosphorylation, ADP-Glo luminescence; inhibition, % at 10 µM; actives 0.073% (n = 320,000);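 active = inhibition at or above 25%, using the most active replicate where run in duplicate; inactive = inhibition below 25%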
Target sequence (Q9BYT3 whole entry, looked up): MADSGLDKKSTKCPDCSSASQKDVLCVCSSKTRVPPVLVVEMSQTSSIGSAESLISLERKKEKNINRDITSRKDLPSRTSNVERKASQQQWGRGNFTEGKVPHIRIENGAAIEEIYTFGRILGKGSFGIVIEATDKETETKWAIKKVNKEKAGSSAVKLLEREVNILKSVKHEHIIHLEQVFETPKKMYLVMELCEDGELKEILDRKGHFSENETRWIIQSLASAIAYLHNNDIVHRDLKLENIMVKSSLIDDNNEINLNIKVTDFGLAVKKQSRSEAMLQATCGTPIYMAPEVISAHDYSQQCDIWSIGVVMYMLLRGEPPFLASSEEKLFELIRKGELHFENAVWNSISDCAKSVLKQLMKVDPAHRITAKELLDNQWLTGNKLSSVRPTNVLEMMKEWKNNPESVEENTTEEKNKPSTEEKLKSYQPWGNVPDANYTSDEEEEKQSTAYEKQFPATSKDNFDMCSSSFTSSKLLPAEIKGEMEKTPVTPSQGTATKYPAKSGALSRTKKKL
* = called active by the depositor; i = inactive; nt = not tested or not shown.

KCNQ2 inh	Kir21 block	STK33 kinase inh	compound
i	0.89	0.0	Cc1ccc2oc(C(=O)NCCC3CCCCO3)c(C)c2c1 (stereo not given)
i	1.18	1.6	Cn1c(SCc2n[nH]c(=S)n2-c2ccccc2)nnc1-c1ccccc1
i	1.52	-1.0	CC(Oc1ccc2c(c1)oc(=O)c1ccccc12)C(=O)NCC1CCC(C(=O)O)CC1 (stereo not given)
i	-0.02	0.7	CCn1c(COc2ccc(=O)n(-c3ccccc3)n2)nnc1SCc1ccc(C)cc1
i	-0.16	-2.1	COc1ccc(N2CC(NC(=O)N(C)CCC#N)CC2=O)cc1 (stereo not given)
i	-6.36*	nt	CCOc1nc(C)cc(C)c1S(=O)(=O)c1ccc(Cl)cc1
i	3.51	8.5	Nc1oc2ccccc2c(=O)c1C=O
-7.47*	1.95	-1.8	CC(C)C[C@H](NC(=O)OC(C)(C)C)c1nnc(SCc2cccc(F)c2)o1
i	0.34	0.0	COc1ccc(OCCNC(=O)/C=C/c2ccc([N+](=O)[O-])cc2)cc1
i	-0.01	3.9	O=C1[C@H]2[C@@H](c3ccc(F)cc3)N3C(=O)N(c4cccc(Br)c4)C(=O)[C@@]3(Cc3ccccc3)[C@H]2C(=O)N1C1CCCCC1
i	0.74	-2.6	O=C(OCCN1C(=O)c2ccccc2C1=O)c1cc2ccccc2o1
i	-0.38	0.5	Cc1cccc(NC(=O)/C(C#N)=C/c2ccc(Cl)cc2)n1
i	-1.87	-0.8	Cc1noc(C)c1COc1cccc(C(=O)NC(C)(C)C)c1
i	0.03	-0.2	CN(CC(=O)Nc1ccc(N2CCOCC2)cc1)C(=O)C1CCCC1
i	-0.27	-0.7	Nc1cccc(Nc2ccccc2)c1
i	0.55	0.7	CCCCCNC(=O)Cc1cc(=O)[nH]c(=O)[nH]1
i	-0.14	-1.0	CCOC(=O)CSc1nnc(NC(=O)c2cccc(S(=O)(=O)N3CCCCC3)c2)s1
i	-1.47	-2.0	N#CCc1nc(CSc2nc3ccccc3s2)cs1
i	0.93	-1.3	CCOC(=O)N1CCN(C(=O)Cc2ccc(C)cc2)CC1
i	0.99	-0.1	CC1(C)C(=O)NCCN1C(=O)CSc1nccc(-c2ccc(Br)cc2)n1
i	-0.05	-1.0	O=C(CCc1nc2ccccc2c(=O)[nH]1)OCC(=O)c1cccc(Cl)c1
i	-0.06	-0.7	COc1cccc(NC(=O)C2CCCN(c3ncnc4c3nc3n4CCCCC3)C2)c1 (stereo not given)
i	0.01	0.0	Cc1ccc2cc(C3CC(c4ccco4)=NN3S(=O)(=O)c3ccccc3)c(Cl)nc2c1 (stereo not given)
i	-0.75	-1.0	COc1ccc(/C=N/NS(=O)(=O)c2ccc(F)cc2)cc1COc1cc(F)ccc1[N+](=O)[O-]
i	1.06	-0.6	CN1c2ccc([N+](=O)[O-])cc2N(C)C1(C)c1ccccc1 (stereo not given)
i	0.21	0.4	O=C(NC1CCCCC1)c1cc(C(=O)c2ccccc2Br)c[nH]1
i	-1.15	0.8	O=C(Nc1nccs1)c1cccnc1
i	0.48	-1.1	Cc1ccc(-c2cc(=O)c3cc(C)ccc3[nH]2)cc1
i	-1.7	-1.2	O=C(NCCSCc1ccccc1)c1cc(S(=O)(=O)N2CCOCC2)ccc1F
i	-0.06	-0.8	O=S(=O)(Nc1ccc(N2CCCCC2)cc1)c1cccs1
i	0.62	8.0	NS(=O)(=O)c1ccc(CCNC(=O)COC(=O)C2CCC2)cc1
i	0.19	-1.9	COc1ccc(C(C)(C)C)cc1NC(=O)C1CC=CCC1C(=O)O (stereo not given)
i	1.03	-1.8	CC(=O)Nc1ccc(NC(=O)c2c([N+](=O)[O-])c(C(C)(C)C)nn2C)cc1
i	-0.16	-1.5	COC(=O)/C(C#N)=C/c1cc(C)sc1C
i	-1.17	1.8	CC(=O)Nc1cccc(C(=O)N/N=C/c2c[nH]c3ccccc23)c1
i	1.17	-0.9	N=c1sccn1CC(=O)Nc1cccc(S(=O)(=O)N2CCCCCC2)c1
i	-1.46	-0.6	c1ccc(OCCOc2ncnc3ccccc23)cc1
i	0.32	-1.9	O=C(NC(=S)Nc1ccccc1Br)C1CCC1
i	-0.58	1.5	COc1ccc(/C=C/C(=O)c2ccccc2O)cc1
i	-0.07	-1.2	Cc1ccc(C(C)NC(=O)/C(C#N)=C\c2c(C)[nH]c3ccccc23)cc1 (stereo not given)
i	-0.73	1.3	Cc1ccc(C(=O)ONc2ccc(N=O)cc2)cc1
i	-0.57	-0.3	COc1ccc(O)c(/C=N/N=C/c2cccc([N+](=O)[O-])c2)c1
i	-0.52	-1.5	COC(=O)c1ccc(C(=O)OC)c(NC(=S)N2CCN(c3ccccn3)CC2)c1
i	-0.35	0.1	CCOc1ccc(C(c2nnnn2Cc2ccccc2)N2CCN(C(=O)c3ccco3)CC2)cc1 (stereo not given)
i	-0.04	-1.3	CC(C)C[C@H](NC(=O)c1[nH]cnc1C(=O)Nc1ccccc1)C(=O)OC(C)(C)C
i	-0.01	-4.4	CCCn1nnc(NC(=O)/C=C/c2ccco2)n1
i	0.25	-1.3	Cc1ccccc1CS(=O)(=O)CCC(=O)NCCN1CCN(c2cccc(Cl)c2)CC1
i	0.13	-0.4	COc1ccc(C2=NN(C(=O)CCC(=O)O)C(c3ccc(OC)cc3)C2)cc1 (stereo not given)
i	1.33	-2.6	Cc1ccc(Cc2cnc(NC(=O)/C(C#N)=C/c3ccc(-c4cccc([N+](=O)[O-])c4)o3)s2)cc1
i	0.82	-1.9	CCN(CC)CCNC(=O)c1ccc(Sc2ccc(Cl)cc2)c(NC(C)=O)c1
i	1.33	2.0	O=C(Cc1ccc([N+](=O)[O-])cc1)c1c(O)cc(O)cc1O
i	-1.87	-0.8	Oc1ccc(/C=N/N2CCN(c3ccccn3)CC2)cc1
i	1.03	0.3	O=C(Nc1ccc(S(=O)(=O)NC2CCCCC2)cc1)c1ccc(Br)o1
i	0.7	-2.7	O=C(C1CC1)N1CCc2cc(S(=O)(=O)NCCCN3CCCCC3)ccc21
i	0.72	0.4	CN(C)C(=O)CSc1nnc2sc3ccccc3n12
i	-0.88	-2.6	Cc1nn(-c2cc(N3CCOCC3)ccc2N)c(=O)c2ccccc12
i	-0.29	-2.0	Oc1ccc(C[C@H]2CNCCN2CCc2cc(C(F)(F)F)cc(C(F)(F)F)c2)cc1
i	0.03	-0.3	COc1ccc(N2CC(C(=O)Nc3cc(C)on3)CC2=O)cc1 (stereo not given)
i	1.26	-0.1	CC1COC2C(O1)N(S(C)(=O)=O)CCN2S(C)(=O)=O (stereo not given)
i	-0.06	0.2	O=C(c1ccccc1)c1ccc(N2CCN(C(=O)c3cccc(F)c3F)CC2)c(F)c1

Further structures follow:
KCNQ2 inh	Kir21 block	STK33 kinase inh	compound
i	0.98	-0.7	Cn1c2ccccc2c2ncn(Cc3ccco3)c(=O)c21
i	1.07	-0.2	COc1ccccc1N1CCN(C2CC(=O)N(c3cccc(Br)c3)C2=O)CC1 (stereo not given)
i	-5.52*	-1.6	Cc1cc(C)c(C)c(OCCNCc2ccccc2)c1
i	-2.96	-1.2	COc1ccc(CNc2nc3ccccc3n2Cc2ccc(C)cc2)cc1OC
i	0.43	0.9	CCOc1ccc(C2(C)CC(=O)N(C)C2=O)cc1 (stereo not given)
i	0.51	1.5	COc1ccc2[nH]cc(CCNC(=O)C3CCCO3)c2c1 (stereo not given)
i	-1.67	-1.0	O=C(NC(=S)Nc1ccc2[nH]c(=O)[nH]c2c1)c1ccccc1[N+](=O)[O-]
i	-0.68	-0.4	COCCCNc1nc2c(-c3cccc(C(F)(F)F)c3)nnn2c2ccccc12
i	-0.5	-0.7	CCN1CCN(C(=O)CS(=O)(=O)Cc2nc(-c3cccc(OC)c3)oc2C)CC1
i	-2.85	-1.7	C/C(N)=C(/C#N)C(=O)CSc1nnc(Nc2cccc(C)c2C)s1
i	-0.01	0.2	O=C(N[C@@H](Cc1ccc(Br)cc1)C(=O)O)OCC1c2ccccc2-c2ccccc21
i	-2.89	0.0	CCN(CC)CC#CC(O)(c1ccccc1)c1ccccc1

Part of the list above in order of number of heavy atoms, highest first:
KCNQ2 inh	Kir21 block	STK33 kinase inh	compound
i	0.74	-2.6	O=C(OCCN1C(=O)c2ccccc2C1=O)c1cc2ccccc2o1
i	0.98	-0.7	Cn1c2ccccc2c2ncn(Cc3ccco3)c(=O)c21
i	1.26	-0.1	CC1COC2C(O1)N(S(C)(=O)=O)CCN2S(C)(=O)=O (stereo not given)

Additional entries
KCNQ2 inh	Kir21 block	STK33 kinase inh	compound
i	0.53	-1.2	Cc1ccccc1NC(=O)C(C)OC(=O)CNS(=O)(=O)c1ccc(C#N)cc1 (stereo not given)
i	-0.2	0.1	Cc1ccc(NC(=O)CN(C)C(=O)c2ccc(Cl)c([N+](=O)[O-])c2)cc1
i	-0.88	-1.0	C=CCn1c(SCC(=O)Nc2ccc(C(=O)OCC)cc2)nnc1-c1cccs1
i	-3.92	10.1	COCCOC(=O)c1c(C)oc2ccc(NS(=O)(=O)c3ccc(F)cc3)cc12
i	0.01	0.0	CC(=O)c1c(C)[nH]c(C(=O)OCC(=O)N2CCc3ccccc32)c1C
i	-0.04	nt	Nc1nonc1-n1nnc(C(=O)N/N=C/c2ccccn2)c1-c1ccccc1
i	-0.44	-1.6	COC(C/C=C\C(=O)[C@H](C)OCc1ccccc1)OC
i	0.86	-0.5	COc1ccc(C(=O)COC(=O)c2cccc(-n3cnnn3)c2)c(OC)c1
i	-0.57	-1.6	CCN(CCCNC(=O)CCNC(=O)Cn1cnc2ccccc2c1=O)c1ccccc1
i	-1.09	-0.2	Cc1ccc(S(=O)(=O)N2CCC(C(=O)OCCOc3ccccc3)CC2)cc1C
i	1.5	0.4	O=C(NCCCCc1ccccc1)c1cccc(Br)c1
i	-1.52	0.4	CCOc1cc(C)ccc1OCc1nnc(SCC(=O)c2cccc([N+](=O)[O-])c2)n1CC
i	1.06	-0.3	CC(=O)c1sc(N/N=C2\CC3CCC2(C)C3(C)C)nc1C (stereo not given)
i	0.36	-0.4	Cc1ccc(C(=O)NCCSc2snnc2C)cc1
i	-0.54	-1.1	O=C(Nc1ccccc1C(F)(F)F)c1cc2ncc(CCCl)cn2n1
i	-2.17	-1.7	COc1ccccc1N1CCN(CC(O)COc2ccc3c(c2)OCO3)CC1 (stereo not given)
i	0.14	3.3	O=C(CSc1nnc(-c2ccco2)c(-c2ccco2)n1)c1ccccc1
i	1.16	-1.1	O=S(=O)(Nn1cnnc1)c1ccccc1
i	-0.33	-1.5	Cc1cc(=O)oc2c(CN3CCN(C)CC3)c(O)c(Cl)cc12
i	-0.07	-0.2	C/C=C/C(=O)OCC(=O)Nc1cccc(S(=O)(=O)NC2=NCCCCC2)c1
i	0.26	0.6	Cc1ccc(-n2c(Cc3cccn3C)nnc2SCC(=O)Nc2nnc(C)s2)cc1
i	0.08	-1.6	COC(=O)CN1CC(=O)N(c2ccccc2)C1=S
i	-0.51	-1.4	CCN1C(=O)[C@H]2[C@@H](c3ccc(OC)cc3)N3C(=O)CN(CCOC)C(=O)[C@@]3(C)[C@H]2C1=O
i	0.42	-0.7	COc1ccc(Nc2cc(Cl)nc(N)n2)cc1
i	-0.48	0.5	CCOC(=O)Nc1ccc2c(c1)N(C(=O)OC)c1ccccc1CC2
i	0.94	-0.6	CCOC(=O)c1c(NC(=O)CCN2CCOCC2)sc2c1CC(C)(C)OC2
i	-0.92	-0.9	S=c1[nH]nc(COc2ccccc2)n1/N=C/c1ccc(Cl)cc1
i	-0.07	-2.0	CCOC(=O)c1cc(C(=O)OCC)c(=O)[nH]c1SCc1ccccc1
i	0.95	-0.9	CC1(C)CC(=O)C2=C(C1)Oc1ncn(CCCO)c(=N)c1C2c1ccccc1 (stereo not given)
i	0.06	-2.1	CCOC(=O)C1=C(C)N=C2SCCC(=O)N2C1c1ccc(C(=O)OC)cc1 (stereo not given)
i	0.49	-0.7	CC(C)Cc1nnc(NC(=O)CN2C(=O)NC3(CCCCC3)C2=O)s1
i	0.03	-1.2	O=C1N[C@@H](Cc2ccccc2)C(=O)N2[C@H]1C[C@]1([C@]34C[C@H]5C(=O)N[C@@H](Cc6ccccc6)C(=O)N5[C@H]3N(S(=O)(=O)c3ccccc3)c3ccccc34)c3ccccc3N(S(=O)(=O)c3ccccc3)[C@H]21
i	-0.27	-0.8	CCS(=O)(=O)N1CCC(C(=O)NCCCN2CCN(c3ccccc3F)CC2)CC1
i	0.12	-1.4	CC(Sc1nccn1C)C(=O)Nc1ccc(Cl)cn1 (stereo not given)
i	-1.74	-0.8	O=C(O)Cn1c(SCCOc2ccc(Cl)cc2)nc2ccccc21
i	0.84	-0.5	Cc1ccc2nc(-c3ccccc3)cc(C(=O)O)c2c1
i	-1.56	0.2	CC(C)Oc1ccc(OCCn2c(=S)[nH]c3c(N)ncnc32)cc1
i	0.01	-0.3	COC(=O)c1cc(S(=O)(=O)NCc2cccc(Br)c2)c[nH]1

Grouped by structure, the compounds so far with a thiophene ring, fused or not
KCNQ2 inh	Kir21 block	STK33 kinase inh	compound
i	-0.06	-0.8	O=S(=O)(Nc1ccc(N2CCCCC2)cc1)c1cccs1
i	-0.16	-1.5	COC(=O)/C(C#N)=C/c1cc(C)sc1C
i	-0.88	-1.0	C=CCn1c(SCC(=O)Nc2ccc(C(=O)OCC)cc2)nnc1-c1cccs1
i	0.94	-0.6	CCOC(=O)c1c(NC(=O)CCN2CCOCC2)sc2c1CC(C)(C)OC2
